# Compound activity from PubChem BioAssay.
# CRFBP-R2 agonist – CRF-BP/CRF-R2 complex agonism | HEK293 CRF-R2/CRF-BP, calcium dye fluorescence (FLIPR); percent of saturating CRF peptide response | activation, % at 13.2 µM | 0.46% of 350,000 active;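 active = activation of at least 50%, plus an integration ratio under a set limit after plate pattern correction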;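 also: plate controls were neutral control wells without compound for no effect and CRF at EC100 for full effect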
# M1 antag – human CHRM1 antagonism | P11229 | CHO-K1 hM1, Fluo-8 calcium fluorescence, ACh EC80 antagonist | inhibition, % at 3 µM | 1.3% of 360,000 active;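 active = percent inhibition above its own plate's cutoff, namely the mean of that plate's compound wells plus 3 SD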;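 also: peak over basal fluorescence ratio during 140 s after agonist addition; 0% = ACh EC80 plus DMSO and 100% = DMSO alone without agonist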
# M4 antag – blocks acetylcholine activation of human M4 receptor. P08173. CHO-hM4 cells, ACh EC80, Fluo-8 calcium fluorescence. inhibition, % at 3 µM. 0.73% of 360,000 active. AID 624125;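 active = inhibition above its plate's cutoff, the mean inhibition of sample wells plus 3 SD, cut at about 27% in these data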;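 also: 0% = acetylcholine EC80 with DMSO and 100% = DMSO without agonist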
# Target sequence (P08173 whole entry, looked up): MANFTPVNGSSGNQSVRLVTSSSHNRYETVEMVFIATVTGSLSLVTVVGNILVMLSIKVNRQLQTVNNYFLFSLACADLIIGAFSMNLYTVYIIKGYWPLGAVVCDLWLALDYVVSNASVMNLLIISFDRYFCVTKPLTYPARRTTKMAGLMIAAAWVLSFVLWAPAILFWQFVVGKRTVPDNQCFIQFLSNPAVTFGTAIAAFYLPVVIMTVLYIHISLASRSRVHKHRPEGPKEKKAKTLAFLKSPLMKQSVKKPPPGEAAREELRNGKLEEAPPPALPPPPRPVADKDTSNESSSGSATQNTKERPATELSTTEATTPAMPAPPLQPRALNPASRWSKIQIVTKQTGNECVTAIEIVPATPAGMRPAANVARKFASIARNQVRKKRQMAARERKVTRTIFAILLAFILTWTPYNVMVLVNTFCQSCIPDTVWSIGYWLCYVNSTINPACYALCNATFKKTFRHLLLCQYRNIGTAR
# M1 PAM – potentiates human M1 receptor response to acetylcholine | P11229 | CHO-K1 hM1, Fluo-8 calcium fluorescence, ACh EC20; 0% = ACh EC20, 100% = maximal ACh | activation, % at 3 µM | 0.088% of 360,000 active; in the data active = activation above about 19%, passing the limit was not always enough
# M4 PAM – CHRM4 positive allosteric modulation. P08173. CHO-K1 hM4/Gqi5, Fluo-8 calcium fluorescence, ACh EC20; 0% = ACh EC20, 100% = maximal ACh. 0.4% of 360,000 active. activation, % at 3 µM;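 active = activation above its plate's cutoff, the mean activation of sample wells plus 3 SD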; also: some results filed as inactive read as strong as hits
# M5 ag – CHRM5 agonism in calcium assay; CHO-K1 hM5 cells, Fluo-8 calcium fluorescence; 0% DMSO wells, 100% maximal acetylcholine response; activation, % at 3 µM; 0.19% of 360,000 active; P08912; AID 624037;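 active = activation above the run's mean over test compounds plus 3 SD, cut at about 23% in these data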;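 also: signal is peak over basal fluorescence ratio across the kinetic read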
# Target sequence (P08912 whole entry, looked up): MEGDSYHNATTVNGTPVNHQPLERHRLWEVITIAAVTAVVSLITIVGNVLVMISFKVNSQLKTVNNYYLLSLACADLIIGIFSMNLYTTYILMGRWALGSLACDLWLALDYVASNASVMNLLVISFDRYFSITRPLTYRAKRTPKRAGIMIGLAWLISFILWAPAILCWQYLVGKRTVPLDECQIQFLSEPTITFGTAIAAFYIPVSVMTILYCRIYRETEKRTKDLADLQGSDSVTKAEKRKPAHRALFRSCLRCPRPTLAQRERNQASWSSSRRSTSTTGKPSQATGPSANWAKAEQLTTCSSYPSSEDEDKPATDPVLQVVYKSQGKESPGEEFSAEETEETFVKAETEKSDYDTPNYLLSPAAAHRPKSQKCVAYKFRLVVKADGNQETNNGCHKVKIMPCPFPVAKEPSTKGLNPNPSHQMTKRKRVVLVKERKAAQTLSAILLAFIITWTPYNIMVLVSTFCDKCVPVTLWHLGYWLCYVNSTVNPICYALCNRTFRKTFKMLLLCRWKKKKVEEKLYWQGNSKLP
# CHRM5 PAM – potentiates acetylcholine response at human M5 receptor; P08912; CHO-K1 hM5, Fluo-8 calcium, ACh EC20 PAM; 0% = ACh EC20, 100% = ACh EC100; activation, % at 3 µM; 0.3% of 360,000 active;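 active = activation above the run cutoff, the mean activation of all test compounds plus 3 SD, cut at about 18% in these data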
#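 system = human M5 receptor in CHO-K1 cells | compound = one concentration, 3 µM final (nominal) | schedule = Post-acetylcholine fluorescence recording 140 s | signal = Fluo-8 calcium dye fluorescence, kinetic read | benchmarks = low control EC20 acetylcholine (0%), high control EC100 acetylcholine (100%) | repeats = singlicate, one well per test compound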
# M4 ag – agonists of human muscarinic M4 receptor (CHRM4). CHO-K1 hM4/Gqi5, Fluo-8 calcium fluorescence; vehicle 0%, full acetylcholine response 100%. activation, % at 3 µM. P08173. 0.14% of 360,000 active;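 active = activation above the run mean over all test wells plus 3 SD, cut at about 32% in these data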;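 also: peak over basal fluorescence ratio per well then scaled between controls; 0% = DMSO wells and 100% = acetylcholine at EC100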
# M5 antag – antagonists of human muscarinic M5 receptor (CHRM5) | 0.59% of 360,000 active | inhibition, % at 3 µM | CHO-hM5 cells, Fluo-8 calcium fluorescence, ACh EC80 | P08912;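 active = inhibition above a per-plate cutoff, the mean of that plate's test compounds plus 3 SD, cut at about 27% in these data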;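 also: 0% = acetylcholine EC80 with DMSO and 100% = DMSO without agonist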
# * hit, by the source's call; . = no result given. The order is random. Share with any hit: about 2.8%.
SMILES,CRFBP-R2 agonist,M1 antag,M4 antag,M1 PAM,M4 PAM,M5 ag,CHRM5 PAM,M4 ag,M5 antag
Cc1ccc2c(c1)C(c1ccc(N3CCOCC3)cc1)=NNC(c1cccs1)=N2,-2.1,-4.1,1.7,6.1,-3.7,0.5,-3.4,-0.1,0.4
c1ccc2c(c1)Nc1ccncc1S2,0.9,-15.9,-4.4,7.5,-6.1,-2.5,11.3,2.2,2.9
NC(Cc1ccc(C(F)(F)F)cc1)c1csc(Nc2cc(NCc3ccco3)ncn2)n1 (centres undefined),.,-7.0,1.7,4.1,7.6,4.1,3.1,8.0,4.0
Cc1cc(N2CCC(C)CC2)nc2ccc(N3C(=O)CCC3=O)cc12,1.7,-1.0,4.1,3.1,-2.3,-4.7,-1.7,1.4,3.6
COc1cc2c(cc1NC(=O)CSc1ccc(C)cc1)oc1ccccc12,5.7,7.6,-1.7,-4.4,-4.8,1.0,-1.9,-0.5,7.9
Cn1cnc2c(ncn2C2OC(CO)C(O)C2O)c1=S (centres undefined),4.7,-1.2,-9.3,12.7,3.0,0.3,2.8,0.8,10.0
O=c1oc2c(-c3cccc(F)c3)cc(O)cc2s1,-1.1,-1.8,2.9,7.6,-2.1,2.3,8.1,2.9,-20.9
O=C(Cn1nc(-c2ccccc2)oc1=O)OCC(=O)c1ccccc1,0.0,-2.3,0.2,15.8,5.3,1.4,-0.8,0.1,8.7
COc1ccccc1N1CCN(/N=C/c2cc(OC)c(OC(C)=O)c(OC)c2)CC1,-1.7,-11.9,0.4,12.2,8.1,1.0,6.4,1.1,-1.2
Cc1onc(-c2c(F)cccc2Cl)c1C(=O)N1C=CC(C(F)(F)Cl)=NCC1,0.9,6.0,6.5,3.0,-2.7,-2.6,-1.8,1.6,-1.3
CN1CCc2nc(SC(C(=O)O)c3ccccc3)c(C#N)c(-c3cccs3)c2C1 (centres undefined),5.5,-28.8,11.7,19.6,1.4,-0.9,14.3,0.1,-1.8
COc1cc(CN2CCCC(C)C2)ccc1OCc1ccccc1 (centres undefined),0.0,0.5,6.2,-5.5,-9.6,-10.5,-2.1,0.6,13.0
Cc1ccc(S(=O)(=O)NCCc2c[nH]c3ccccc23)cc1,-1.8,2.2,-6.7,2.8,-0.2,-0.6,-2.7,4.3,11.0
Fc1ccc(-n2c(=S)[nH]c3cccnc32)cc1,1.2,-8.0,2.5,1.0,0.7,-0.5,5.0,-0.2,2.6
COc1ccc(OC)c(-c2nn(-c3ccccc3)cc2C(=O)NCC(c2cccs2)N2CCOCC2)c1 (centres undefined),-0.3,-5.4,1.9,8.5,-1.2,-2.8,0.6,2.0,7.1

# The closing 2 entries of the section before open the next one.
SMILES,CRFBP-R2 agonist,M1 antag,M4 antag,M1 PAM,M4 PAM,M5 ag,CHRM5 PAM,M4 ag,M5 antag
Fc1ccc(-n2c(=S)[nH]c3cccnc32)cc1,1.2,-8.0,2.5,1.0,0.7,-0.5,5.0,-0.2,2.6
COc1ccc(OC)c(-c2nn(-c3ccccc3)cc2C(=O)NCC(c2cccs2)N2CCOCC2)c1 (centres undefined),-0.3,-5.4,1.9,8.5,-1.2,-2.8,0.6,2.0,7.1
CCN(CC(=O)Nc1ccc(NC(C)=O)cc1)C(=O)c1ccc(COc2ccc(C(C)(C)C)cc2)cc1,-0.1,10.5,-18.2,-2.4,6.1,1.7,3.0,1.6,2.3
O=C(NCc1ccccc1)c1cc(-c2cccs2)on1,0.2,-2.3,5.0,0.0,-9.5,-4.0,-5.8,-1.2,-0.1
CN1CCN(c2ncnc3c2ncn3[C@H]2CN(Cc3ccc(C(=O)O)cc3)C[C@@H](CO)O2)CC1,.,-20.0,-19.2,15.6,18.3*,-1.0,-5.6,0.7,1.2
O=C(c1ccccc1)N1CCN(C(=S)NCc2ccc3c(c2)OCO3)CC1,-0.1,6.1,0.8,-2.2,4.0,-4.0,-2.6,2.7,10.2
CN(C)CCCNC1CS(=O)(=O)CC1O (centres undefined),-0.9,-7.6,-6.8,10.6,3.2,-1.2,-2.3,0.9,-1.5
Cc1ccc(-n2c(N)cc(=O)nc2SCC(=O)NC2CCCCC2)cc1C,0.3,-1.1,-2.9,12.4,8.0,-3.7,0.8,-0.2,2.4
NS(=O)(=O)c1cc(C(=O)OCC(=O)c2ccccc2)c(Cl)cc1Cl,-0.1,-1.8,6.3,1.3,-6.3,2.4,-9.2,12.7,9.8
O=C(CNS(=O)(=O)c1ccc(F)cc1)Nc1ccccc1,-0.7,-22.8,3.6,21.4,-0.5,-2.1,1.6,1.2,1.0
Cc1ccn2c(NC(C)(C)C)c(-c3cccs3)nc2c1,-0.3,-6.0,-5.2,6.4,-2.3,-3.3,-2.8,3.2,2.5
CC(NC(=O)C(=O)NCc1cccs1)c1ccccc1 (centres undefined),-7.1,-14.2,-0.2,3.8,1.4,-2.9,-5.4,1.5,11.1
Cc1ccc(N(CN2C(=O)c3ccccc3C2=O)C(=O)c2ccc([N+](=O)[O-])cc2[N+](=O)[O-])cc1,-1.6,-10.6,-5.5,13.2,7.5,0.5,3.4,0.4,-3.4
CCOC(=O)c1c(Cl)c(C)nn1-c1nc(OC)cc(OC)n1,0.5,-16.1,-7.5,9.4,8.3,-2.0,-4.9,-0.4,5.5
COc1ccc(N2CCN(C(=O)COC(=O)CCOc3ccc(C)cc3)CC2)cc1,0.6,-4.2,-5.7,-3.4,0.5,6.0,0.5,4.1,1.1
CCC1=C2CC[C@H]3C(=O)N(CC)C(=O)[C@H]3[C@H]2[C@@]2(Cc3ccccc3)C(=NCCOC)OC(=O)N2C1=O,-1.0,-4.7,-0.1,3.3,0.1,-0.7,0.1,1.5,11.5
O=C(NCc1cccs1)C(=O)NCC1OCCCN1S(=O)(=O)c1cccs1 (centres undefined),-1.2,11.0,-1.5,-5.9,1.8,-1.0,-7.5,1.2,10.7
CC1CCc2nn(CC(=O)NCCN3CCCCC3C)cc2C1 (centres undefined),1.7,2.0,11.3,-3.0,-5.3,-3.1,-1.5,-0.9,3.2
C[C@H]1CN([C@@H](C)CO)S(=O)(=O)c2ccc(Br)cc2O[C@@H]1CN(C)C(=O)Cc1ccccc1,-1.7,-10.7,0.4,3.1,-0.5,1.2,-2.0,3.0,4.9
N#C/C(=C\c1cccc(Oc2ccccc2)c1)C(=O)N1CCOCC1,4.4,-6.8,6.6,3.1,-8.2,2.2,-4.2,1.0,6.7
COCCNC(=O)COc1ncnc2scc(-c3ccc(F)cc3)c12,-1.8,-8.0,8.6,3.4,-4.5,-2.3,-4.3,0.5,6.3
N#Cc1ccc(CSc2nnc(NC(=O)CN3C(=O)C4CC=CCC4C3=O)s2)cc1 (centres undefined),-0.7,-9.8,-1.7,3.3,-0.5,-2.0,-0.1,2.6,-6.3
COc1cc(C2C3C(=O)N(Cc4ccccc4)C(=O)C3ON2c2ccccc2)cc(OC)c1O (centres undefined),0.0,-24.0,10.7,5.4,-3.0,2.4,-2.7,4.3,3.4
Cc1ccc(-n2nnc(-c3cc4ccccc4nc3Cl)n2)cc1,0.7,5.6,-4.2,6.4,0.0,-0.5,-3.6,0.7,11.7
Fc1ccc(-c2cnc3n2CCCCC3)cc1,1.3,38.9*,-3.2,-18.5,-8.5,-17.6,-12.9,3.2,5.2
Cc1[nH]c2ccccc2c1C(=O)NS(=O)(=O)Nc1ccc(F)cc1,-1.4,-3.0,-5.7,2.6,5.4,-0.6,-7.4,1.6,-2.3
CCCCNC(=O)C1c2ccccc2Oc2ccccc21,0.1,-4.1,3.0,3.1,-6.2,-3.2,3.8,-0.5,4.7
Cc1ccc(S(N)(=O)=O)cc1NC(=O)c1ccc2c3c(cccc13)CC2,-1.5,-12.9,-0.7,13.2,1.6,-4.6,-1.6,2.3,5.3
CCOC(=O)C(C(C)=O)=C1SC2CS(=O)(=O)CC2S1 (centres undefined),-0.8,-10.1,3.5,1.5,11.6,1.3,-0.7,0.9,3.2
O=C(CCCN1C(=O)c2ccccc2C1=O)Nc1ccc(Br)cn1,-2.3,-13.1,-2.2,-1.2,1.8,1.6,-2.1,0.6,1.8
CCCCC[C@H]1CCCCC[C@@H](O)C[C@H](O)[C@H](O)/C=C/C(=O)O1,.,.,-0.5,.,7.1,4.4,-2.1,9.3,-3.5
COc1ccccc1-c1n[nH]nc1C1=CC(=O)CC(C)(C)C1,-0.9,-6.7,-1.0,-0.6,3.5,1.3,-0.5,-0.2,7.4

# Some of the entries so far, with tabs.
Compound	CRFBP-R2 agonist	M1 antag	M4 antag	M1 PAM	M4 PAM	M5 ag	CHRM5 PAM	M4 ag	M5 antag
Fc1ccc(-n2c(=S)[nH]c3cccnc32)cc1	1.2	-8.0	2.5	1.0	0.7	-0.5	5.0	-0.2	2.6
O=C(NCc1ccccc1)c1cc(-c2cccs2)on1	0.2	-2.3	5.0	0.0	-9.5	-4.0	-5.8	-1.2	-0.1

# Carrying on.
SMILES,CRFBP-R2 agonist,M1 antag,M4 antag,M1 PAM,M4 PAM,M5 ag,CHRM5 PAM,M4 ag,M5 antag
COCCN1C(=O)/C(=C/c2ccc(N3CCCC3)cc2C)SC1=S,181.6*,31.2*,6.1,-8.9,-7.3,9.5,-6.0,7.0,8.8
CCC(C)(C)n1nnnc1CN(Cc1cc2cc(OC)ccc2[nH]c1=O)C1CCCC1,0.6,-12.8,-6.0,4.1,2.6,3.4,1.5,6.6,2.2
O=C(Nc1ccccc1)c1cc(C2CCCN(C(=O)c3cccs3)C2)on1 (centres undefined),.,-8.3,-14.6,1.2,3.3,-1.6,-2.4,2.5,-6.7
CC(C)OC(=O)c1ccc(COC(=O)c2cccc(-c3nnc(-c4ccccc4)o3)c2)cc1,23.4,-4.4,-7.9,10.7,8.1,2.1,5.5,0.4,-15.2
Cc1cccc(-n2ncc3c2CCCC3NC(=O)CC(F)(F)F)c1C (centres undefined),0.4,-17.4,-2.7,4.5,0.6,2.1,-1.1,0.9,-2.8
O=S(=O)(c1ccccc1)N1N=C(c2ccccc2)CC1c1ccccc1F (centres undefined),-0.2,3.5,12.8,-3.6,-8.9,-0.1,-0.5,2.0,11.6
CCCC(=O)N1CCC1(C)C(=O)Nc1ccc(-n2cccc2)cc1 (centres undefined),.,-4.2,-7.3,1.0,-0.6,-0.5,-2.8,1.0,-3.4
Cc1cc(C)cc(N(CCC#N)C(=O)CSc2nc3nc(C)cc(C)n3n2)c1,-2.2,-3.8,-6.5,3.2,2.4,2.3,1.9,1.7,1.7
CC(C)Oc1ccc(C(=O)OC(C)C(=O)NC2CCCCC2C)cc1 (centres undefined),-0.9,-15.1,-8.8,10.4,1.1,-1.7,3.8,1.2,-4.1
Cc1ccc(F)cc1CNC(=O)c1cc(COc2ccc3ncccc3c2)on1,4.8,38.7*,43.2*,-26.2,-19.4,5.9,-15.9,24.8,55.5*
CC(C)C1=NN(C(=O)c2ccccc2)C(O)(C(C)(C)C)C1 (centres undefined),-0.3,3.2,8.1,4.6,-1.0,-1.0,-10.4,0.7,10.1
CCOC(=O)Cc1csc(NC(=S)NC(=O)c2ccccc2Br)n1,28.7,-4.4,-4.4,4.2,0.6,-1.7,0.6,1.9,-4.6
C#CCN(C(=O)C1CCC(=O)N(CCc2cccc(F)c2)C1)C1CCCCC1 (centres undefined),-0.8,17.4,1.3,-15.6,-10.3,0.1,-0.3,0.9,1.3
CCn1nc(C)c(CN2CCCC(CO)(Cc3cccc(Cl)c3)C2)c1C (centres undefined),-3.2,54.0*,13.6,-23.4,-39.9,-20.9,-21.0,2.3,16.7
